KB-3-1 cytotox: kills parental KB-3-1 adenocarcinoma cells. KB-3-1 viability, CellTiter-Glo ATP luminescence, 72 h. Potency, µM (top dose mostly 46.1 µM), for inactives: at the highest dose activity change, negative = cytotoxic, hits mostly cytotoxic. 400,000 tested, 1.4% active. AID 1347075; also: potency is read from the fitted curve at half-maximal effect; % is scaled to controls: 0 for no effect and ±100 for the full control effect; nearly all actives have a fitted effect of over 60% in size
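Using CellTiter-Glo luminescence, growth of non-resistant KB-3-1 adenocarcinoma cells is assessed 72 h after pin-tool compound addition at 37 °C. Normalized responses across the concentration series yield fitted curves.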
GLP1R cytotox: cytotoxic in the GLP-1 receptor inverse agonist counter-screen; HEK293 cAMP-luciferase reporter cells, luminescence, 24 h; Potency, µM (highest dose often 38.3 µM), for the others: at the top dose activity change, negative = inhibition, actives largely listed as inhibitors; 410,000 tested, 0.13% active;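 also: loss of luciferase light is scored as toxicity; potency is read from the fitted curve at half-maximal effect; % is scaled to controls: 0 for no effect and ±100 for the full control effect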
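Step one: seed cells (200 cells/uL, DMEM with 10% Nu serum, 1% pen-strep). Step two: 12-hour incubation at 37 deg C. Step three: pin 23 nL compound, incubate 24 hr. Step four: add luciferase reagent, read luminescence 12 min later.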
DRD3 agonist: D3 dopamine receptor (human) agonism. P35462. D3R DiscoveRx beta-arrestin cells, luminescence, 90 min. 410,000 tested, 0.58% active. max activation, %. AID 652048; in the data active = max activation above about 30%; also: 0% is about no effect; mostly tested at two doses, the higher about 12 µM
Target sequence (P35462 whole entry, looked up): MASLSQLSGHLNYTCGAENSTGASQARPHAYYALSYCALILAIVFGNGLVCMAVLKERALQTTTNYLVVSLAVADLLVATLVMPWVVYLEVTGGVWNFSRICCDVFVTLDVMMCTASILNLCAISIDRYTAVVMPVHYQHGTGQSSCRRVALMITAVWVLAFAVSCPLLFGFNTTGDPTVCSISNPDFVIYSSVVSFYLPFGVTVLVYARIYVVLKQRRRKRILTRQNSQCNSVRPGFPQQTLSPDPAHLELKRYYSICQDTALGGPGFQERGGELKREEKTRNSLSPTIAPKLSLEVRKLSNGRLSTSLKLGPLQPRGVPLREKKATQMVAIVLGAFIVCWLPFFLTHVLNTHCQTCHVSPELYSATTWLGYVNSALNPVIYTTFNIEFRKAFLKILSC
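Agonist-mode cell screen: cells plated at 1500/well and incubated overnight at 37 °C, then exposed to library compounds for 90 min at 37 °C. Detection reagent was added for 30–60 min at room temperature, and luminescence was read.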
HT1080 IDH1KD tx: toxicity to HT-1080 IDH1 knockdown cells (counter line); HT-1080 IDH1 knockdown viability, ATP luminescence, 48 h; Potency, µM (doses to about 46.1 µM), for inactives: at the highest dose activity, negative = toxicity, usual class: cytotoxic; 360,000 tested, 2% active; AID 686971;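 also: potency is read from the fitted curve at half-maximal effect; 0% = DMSO wells and -100% = cell-free medium wells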
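In this qHTS, HT-1080 cells depleted of IDH1 are exposed for 48 h at 37 °C to compound titrations. Toxicity is scored from CellTiter-Glo luminescence, with DMSO as full viability and medium alone as none.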
MCF10A rereplic: induces DNA re-replication in MCF 10a normal breast cells; MCF 10A DNA re-replication, Hoechst nuclear intensity, 48 h; Potency, µM (titrated, usually from 46.1 µM), for inactives: top-dose activity, positive = re-replication, most hits filed as activators; 350,000 tested, 2.9% active; also: potency is read from the fitted curve at half-maximal effect; % of control where 0% means no effect; nearly all actives have a fitted effect of over 50% in size
HT1080NT lethal: kills 2HG-producing HT-1080-NT fibrosarcoma cells | HT-1080-NT fibrosarcoma viability, CellTiter-Glo ATP luminescence, 48 h | Potency, µM (highest dose often 46.1 µM), for the others: top-dose activity, negative = less viability, usual class: cytotoxic | 360,000 tested, 1.6% active | AID 686970;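 also: NT is the 2HG producing partner of a matched IDH1 knockdown line; potency is read from the fitted curve at half-maximal effect; 0% = DMSO-treated cells and -100% = media-only wells without cells; nearly all actives have a fitted effect of over 55% in size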
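HT-1080-NT; 750 cells/well; 5% FBS RPMI; 48 h compound, 37 degrees C; CellTiter-Glo luminescence; curve fitting and curve-class assignment.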
IL1B secr inh: inhibitors of inflammasome signaling (IL-1 beta secretion); THP-1 LPS/ATP IL-1B secretion, AlphaLISA, 16 h; active compounds read low; activity change, % at 57.5 µM; 360,000 tested, 4.7% active; AID 743279; in the data active = activity change below about -50%; inconclusive = mostly about -30% to -49%; also: % is scaled to controls: 0 for no effect and ±100 for the full control effect
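THP-1 cells pretreated 1 hr with compounds (up to 57.5 uM final), then stimulated with LPS (250 ng/mL final) plus ATP (1.25 mM final); secreted IL-1B measured by AlphaLISA after 16 hr, decreased signal indicating inhibition.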
SW480 rerep: inducers of DNA re-replication in SW480 colon cancer cells. SW480 DNA re-replication, Hoechst DNA content imaging, 48 h. Potency, µM (series often up to 46.1 µM), inactives show top-dose re-replication activation, usual class: activators. 340,000 tested, 1.8% active; also: potency is read from the fitted curve at half-maximal effect; % of control where 0% means no effect; nearly all actives have a fitted effect of over 55% in size
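SW480 cells exposed to compounds for 48 hr at 37 C, 5% CO2, then Hoechst-stained 40 min. Nuclear DNA content imaged by fluorescence scanning (405 nm excitation, 500-530 nm emission); re-replication scored as increased high-intensity nuclei.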
KB-V1 MDR tox: kills drug-selected multidrug resistant KB-V1 cells. AID 1347076. 400,000 tested, 3.4% active. KB-V1 MDR cells viability, CellTiter-Glo, 72 h. Potency, µM (series often up to 46.1 µM), without a hit: at the highest dose activity change, negative = cytotoxicity, actives largely listed as cytotoxic; also: potency is read from the fitted curve at half-maximal effect; % is scaled to controls: 0 for no effect and ±100 for the full control effect; nearly all actives have a fitted effect of over 60% in size
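Following 72 h at 37 degrees C with compound, KB-V1 cell viability was read by CellTiter-Glo luminescence, medium being phenol-red-free DMEM plus 10% FBS; concentration-response parameters came from normalized, curve-fitted qHTS data.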
Numbers without * were called inactive; & = joins results of further samples; [ ] = dose if it differs, or a comment. Unless noted, calls follow the shape of the dose curve; as a rule, active = well fitted curve in the direction sought with a large enough effect; inconclusive = small, poorly fitted or top-dose-only effect, or another doubt; inactive = no such curve, though single readings can be large; an effect the other way counts as inactive or inconclusive. Rows were taken by chance; about 11% have a hit in one of these screens.

How did O=C(OCc1nc2ccccc2s1)c1ccco1 do in these assays?
KB-3-1 cytotox: 7.5%; GLP1R cytotox: 3.9%[0.307 µM]; DRD3 agonist: -2.6; HT1080 IDH1KD tx: 1.6%; MCF10A rereplic: -0.4%; HT1080NT lethal: 11.6%; IL1B secr inh: 25.9; SW480 rerep: -3.2%; KB-V1 MDR tox: 3.7%

Results for CC(=O)NO ?
KB-3-1 cytotox: 0.0%; GLP1R cytotox: -9.4%; DRD3 agonist: -2.7&10.2; HT1080 IDH1KD tx: 15.7%; MCF10A rereplic: -17.1%&2.8%; HT1080NT lethal: 45.5%; IL1B secr inh: 14.6; SW480 rerep: 3.3%&0.2%; KB-V1 MDR tox: 9.9%

What do the screens show for `O=C(Nc1ccc(S(=O)(=O)NC2=NCCCCC2)cc1)c1cccc(OC(F)F)c1`?
KB-3-1 cytotox: 0.0%; GLP1R cytotox: -13.4%; DRD3 agonist: 1.4; HT1080 IDH1KD tx: -17.4%; HT1080NT lethal: -3.4%; IL1B secr inh: 25.1; KB-V1 MDR tox: -11.0%

Results for O=C1COc2ccc(C(=O)CSc3nnc(NCc4ccccc4)s3)cc2N1 ?
KB-3-1 cytotox: -23.8%; GLP1R cytotox: -16.7%; DRD3 agonist: 0.8; HT1080 IDH1KD tx: -8.8%; MCF10A rereplic: 0.5%; HT1080NT lethal: -2.8%; IL1B secr inh: -20.7; SW480 rerep: inconclusive; KB-V1 MDR tox: -8.4%

How did Cc1csc(NC(=O)CSc2nc(C(C)C)nc3c2c(=O)n(C)c(=O)n3C)n1 do in these assays?
KB-3-1 cytotox: -0.3%; GLP1R cytotox: -6.4%; DRD3 agonist: 3.4; HT1080 IDH1KD tx: -10.2%; MCF10A rereplic: -2.5%; HT1080NT lethal: -27.8%; IL1B secr inh: 6.4; SW480 rerep: 0.0%; KB-V1 MDR tox: 6.4%

Results for O=C(CCl)Nc1cccc(S(=O)(=O)N2CCCCCC2)c1 ?
KB-3-1 cytotox: 16.4µM*; GLP1R cytotox: inconclusive; DRD3 agonist: -6.4; HT1080 IDH1KD tx: 18.4µM*; MCF10A rereplic: inconclusive; HT1080NT lethal: inconclusive; IL1B secr inh: -102.5*; SW480 rerep: 13µM*; KB-V1 MDR tox: 23.1µM*

What do the screens show for `CC(C)CCC(CCNCc1ccccn1)c1ccc2c(c1)OCO2` (configuration not stated)?
KB-3-1 cytotox: -13.3%; GLP1R cytotox: -28.4%; DRD3 agonist: -21.0; HT1080 IDH1KD tx: -13.5%; MCF10A rereplic: 1.3%; HT1080NT lethal: -11.6%; IL1B secr inh: inconclusive; SW480 rerep: 14.3%; KB-V1 MDR tox: 0.0%

How did Cc1ccc(C)c(NC(=O)CN(C)C(=O)c2ccc(Cl)nc2)c1 do in these assays?
KB-3-1 cytotox: 12.9%; GLP1R cytotox: 7.2%; DRD3 agonist: 0.6; HT1080 IDH1KD tx: 0.8%; MCF10A rereplic: inconclusive; HT1080NT lethal: 0.0%; IL1B secr inh: 39.0; SW480 rerep: 24.2%; KB-V1 MDR tox: 20.1%

What do the screens show for `COc1ccc(/C=N/n2c(-c3n[nH]c4c3CCC4)n[nH]c2=S)cc1OC`?
KB-3-1 cytotox: 13.8%; GLP1R cytotox: 2.2%; DRD3 agonist: 0.0; HT1080 IDH1KD tx: 4.4%; MCF10A rereplic: -2.1%; HT1080NT lethal: 8.7%; IL1B secr inh: -7.2; SW480 rerep: -6.5%; KB-V1 MDR tox: -13.0%

What do the screens show for `Nc1cc(C(=O)O)ccc1Nc1ccc(F)c(F)c1`?
KB-3-1 cytotox: -1.5%; GLP1R cytotox: -1.5%; DRD3 agonist: -13.9; HT1080 IDH1KD tx: 5.3%; MCF10A rereplic: -1.0%; HT1080NT lethal: 8.0%; IL1B secr inh: 0.0; SW480 rerep: -3.7%; KB-V1 MDR tox: 0.0%

What do the screens show for `O=C(c1cc(COc2cccc(C(F)(F)F)c2)on1)N1CCC(Oc2cccnc2)CC1`?
KB-3-1 cytotox: inconclusive; GLP1R cytotox: -12.3%; DRD3 agonist: 18.7; HT1080 IDH1KD tx: -16.1%; MCF10A rereplic: 22.9%; HT1080NT lethal: -3.4%; IL1B secr inh: -15.0; SW480 rerep: -27.4%; KB-V1 MDR tox: inconclusive

Results for CCc1c(C)nc2[nH]nc(-c3ccccc3)n2c1=O ?
KB-3-1 cytotox: 16.3%; GLP1R cytotox: -2.8%; DRD3 agonist: -2.7; HT1080 IDH1KD tx: 15.7%; MCF10A rereplic: -2.3%; HT1080NT lethal: 18.6%; IL1B secr inh: 27.7; SW480 rerep: -2.6%; KB-V1 MDR tox: 3.2%

What do the screens show for `Cc1ccc(-c2c3c(=O)n(C)c(=O)n(C)c3c3n2-c2ccccc2NC3c2ccc(C)cc2O)cc1` (configuration not stated)?
KB-3-1 cytotox: inconclusive; GLP1R cytotox: -13.8%; DRD3 agonist: 47.1*; KB-V1 MDR tox: 0.0%

What do the screens show for `O=C(Cn1cccc1)N1CCN(c2ccc(F)cc2)CC1`?
KB-3-1 cytotox: 8.9%; GLP1R cytotox: -8.4%; DRD3 agonist: 2.3; HT1080 IDH1KD tx: 1.9%; MCF10A rereplic: -0.1%; HT1080NT lethal: 2.6%; IL1B secr inh: -7.2; SW480 rerep: 0.9%; KB-V1 MDR tox: 18.3%

Results for COc1ccc2c(c1)CC(C(=O)NCCN1CCN(c3ccccc3F)CC1)CO2 (configuration not stated) ?
KB-3-1 cytotox: 8.9%; GLP1R cytotox: -3.9%; DRD3 agonist: 2.3; KB-V1 MDR tox: -1.0%

How did COc1ccc(C(=O)Nc2cccc(C(=O)N3CCCC3)c2)cc1 do in these assays?
KB-3-1 cytotox: -1.5%; GLP1R cytotox: -12.2%; DRD3 agonist: 23.3; HT1080 IDH1KD tx: -0.2%; MCF10A rereplic: -5.1%; HT1080NT lethal: 4.0%; IL1B secr inh: 15.2; SW480 rerep: -8.8%; KB-V1 MDR tox: 20.6µM*

Results for CC1(CC(=O)Nc2ccccc2)NC(=S)N(c2ccccc2)N1 (configuration not stated) ?
KB-3-1 cytotox: 1.9%; GLP1R cytotox: -8.8%; DRD3 agonist: -8.2; HT1080 IDH1KD tx: 4.2%; MCF10A rereplic: -2.6%; HT1080NT lethal: 3.5%; IL1B secr inh: 32.7; SW480 rerep: -6.9%; KB-V1 MDR tox: -6.7%

How did Cc1c(NC(=O)COc2ncnc3ccccc23)c(=O)n(-c2ccccc2)n1C do in these assays?
KB-3-1 cytotox: 10.5%; GLP1R cytotox: 7.9%; DRD3 agonist: 2.7; HT1080 IDH1KD tx: 19.8%; MCF10A rereplic: -11.7%; HT1080NT lethal: 13.6%; IL1B secr inh: 21.3; SW480 rerep: 0.3%; KB-V1 MDR tox: inconclusive

What do the screens show for `COc1ccc(NS(=O)(=O)c2cccc(C(=O)N3CCCC3)c2)cc1`?
KB-3-1 cytotox: inconclusive; GLP1R cytotox: 15.8%; DRD3 agonist: -13.8; HT1080 IDH1KD tx: -6.0%; MCF10A rereplic: 7.6%; HT1080NT lethal: 0.2%; IL1B secr inh: 11.4; SW480 rerep: -1.7%; KB-V1 MDR tox: -21.4%

What do the screens show for `O=C(CN1C(=O)C2CC=CCC2C1=O)Nc1nnc(SCc2ccc(Cl)cc2)s1` (configuration not stated)?
KB-3-1 cytotox: 10.6%; GLP1R cytotox: -4.8%; DRD3 agonist: 1.7; HT1080 IDH1KD tx: 0.9%; MCF10A rereplic: inconclusive; HT1080NT lethal: 2.2%; IL1B secr inh: 12.8; SW480 rerep: 2.5%; KB-V1 MDR tox: 3.1%

How did COc1cccc(NC(=O)CN(C)C(=O)CNC(=O)c2sc3ccccc3c2Cl)c1 do in these assays?
KB-3-1 cytotox: 10.0%; GLP1R cytotox: 4.1%; DRD3 agonist: 0.6; HT1080 IDH1KD tx: -10.7%; MCF10A rereplic: -2.5%; HT1080NT lethal: -2.2%; IL1B secr inh: -5.2; SW480 rerep: -3.3%; KB-V1 MDR tox: 1.6%

Quoted at random: 2 compounds from above.
What do the screens show for `O=C(CN1C(=O)C2CC=CCC2C1=O)Nc1nnc(SCc2ccc(Cl)cc2)s1` (configuration not stated)?
KB-3-1 cytotox: 10.6%; GLP1R cytotox: -4.8%; DRD3 agonist: 1.7; HT1080 IDH1KD tx: 0.9%; MCF10A rereplic: inconclusive; HT1080NT lethal: 2.2%; IL1B secr inh: 12.8; SW480 rerep: 2.5%; KB-V1 MDR tox: 3.1%

What do the screens show for `COc1ccc(NS(=O)(=O)c2cccc(C(=O)N3CCCC3)c2)cc1`?
KB-3-1 cytotox: inconclusive; GLP1R cytotox: 15.8%; DRD3 agonist: -13.8; HT1080 IDH1KD tx: -6.0%; MCF10A rereplic: 7.6%; HT1080NT lethal: 0.2%; IL1B secr inh: 11.4; SW480 rerep: -1.7%; KB-V1 MDR tox: -21.4%

Entries from the list above with an NH in an aromatic ring (two):
What do the screens show for `COc1ccc(/C=N/n2c(-c3n[nH]c4c3CCC4)n[nH]c2=S)cc1OC`?
KB-3-1 cytotox: 13.8%; GLP1R cytotox: 2.2%; DRD3 agonist: 0.0; HT1080 IDH1KD tx: 4.4%; MCF10A rereplic: -2.1%; HT1080NT lethal: 8.7%; IL1B secr inh: -7.2; SW480 rerep: -6.5%; KB-V1 MDR tox: -13.0%

Results for CCc1c(C)nc2[nH]nc(-c3ccccc3)n2c1=O ?
KB-3-1 cytotox: 16.3%; GLP1R cytotox: -2.8%; DRD3 agonist: -2.7; HT1080 IDH1KD tx: 15.7%; MCF10A rereplic: -2.3%; HT1080NT lethal: 18.6%; IL1B secr inh: 27.7; SW480 rerep: -2.6%; KB-V1 MDR tox: 3.2%
